MEX-5 binding: C. elegans MEX-5 TCR-2 RNA binding activity. AID 1832. MEX-5/FITC-TCR2 RNA binding, fluorescence polarization; hits give low values. 300,000 compounds, 0.38% hits. activity score (negative = inhibition of binding), % at 10 µM;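 active = inhibition past about -25% in most replicates, and total fluorescence under double the plate's negative control median, limit read from the data; inconclusive = replicates evenly split on the limit, or fluorescence at least double controls; inactive = too little inhibition in most replicates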;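 also: 0% = DMSO and -100% = 5 µM competing unlabeled TCR2 RNA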
Fam108B inh: counter-screen for RBBP9 inhibitors: inhibitors of mouse Fam108B; inhibition, % at 9.51 µM; recombinant Fam108B, FP-Rh probe fluorescence polarization; AID 1947; 300,000 compounds, 0.33% hits;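 active = inhibition above the screen mean inhibition plus 3 SD, computed separately per campaign, cut at about 18% in these data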;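 also: inhibitors lower polarization as less probe binds the enzyme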
CIT2 TOR yeast: modulators of TOR pathway CIT2-GFP in S. cerevisiae; S. cerevisiae CIT2-GFP strain, flow cytometry, 3 h; 100 means same as DMSO wells; GFP response vs DMSO, % at 10 µM; 320,000 compounds, 0.065% hits;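 active = GFP response relative to DMSO above a set limit, near the screen mean plus 3 SD, cut at about 150% in these data; inconclusive = Fewer than 70 cells measured for a yeast strain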;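 also: ratio of well median GFP fluorescence to mean of DMSO wells on the plate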
MCL1 BIM primary: MCL1-BIM-BH3 interaction inhibition (human); GST-MCL1 / FITC-Bim-BH3 fluorescence polarization; 320,000 compounds, 0.68% hits; inhibition, % at 10.9 µM; Q07820;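 active = inhibition above the mean inhibition of all tested compounds plus 3 SD, set per campaign, cut at about 40% in these data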;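 also: 0% = DMSO wells and 100% = unlabeled Bim-BH3 peptide control; higher means more loss of mP so more displacement of Bim peptide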
GRK2 aptamer HTS: blocks RNA aptamer binding to human GRK2; bead flow cytometry, FAM-aptamer displacement from GRK2; 330,000 compounds, 0.59% hits; inhibition of aptamer binding, % at 10 µM;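 active = inhibition of aptamer binding above 40%, roughly 3 SD of noise, on plates passing a quality check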;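 also: median bead fluorescence of bound FAM aptamer so fluorescent compounds give negative values; no value below 0 was filed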
Target sequence (P25098 whole entry, looked up): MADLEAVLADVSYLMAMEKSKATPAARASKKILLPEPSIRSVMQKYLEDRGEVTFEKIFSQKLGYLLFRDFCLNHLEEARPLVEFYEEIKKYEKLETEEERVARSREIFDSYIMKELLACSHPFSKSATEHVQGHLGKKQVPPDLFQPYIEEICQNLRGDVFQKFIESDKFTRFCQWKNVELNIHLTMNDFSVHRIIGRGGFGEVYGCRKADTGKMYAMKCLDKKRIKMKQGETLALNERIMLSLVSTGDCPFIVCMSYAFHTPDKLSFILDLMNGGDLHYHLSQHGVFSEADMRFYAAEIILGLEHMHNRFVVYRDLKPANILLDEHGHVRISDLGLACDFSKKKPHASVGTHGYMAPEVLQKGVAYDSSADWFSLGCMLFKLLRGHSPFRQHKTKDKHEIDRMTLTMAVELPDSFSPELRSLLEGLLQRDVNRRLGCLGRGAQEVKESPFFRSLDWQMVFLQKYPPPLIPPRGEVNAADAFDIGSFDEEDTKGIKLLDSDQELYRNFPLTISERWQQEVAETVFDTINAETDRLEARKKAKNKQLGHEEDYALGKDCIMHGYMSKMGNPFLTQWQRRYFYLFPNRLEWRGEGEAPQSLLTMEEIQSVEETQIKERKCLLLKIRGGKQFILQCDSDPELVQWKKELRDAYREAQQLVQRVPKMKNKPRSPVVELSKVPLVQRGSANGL
VLA-4 inh: inhibition in a human VLA-4 binding assay. P13612. VLA-4 expressing cells, ligand binding flow cytometry. inhibition, % (about 7 µM as worked out from the volumes in the protocol). 330,000 compounds, 0.2% hits. AID 2557; in the data active = inhibition above about 50%
GLD-1 TGE inh: GLD-1-TGE RNA interaction inhibition (C. elegans); purified GLD-1 + fluorescein TGE RNA, fluorescence polarization; inhibition, % at 5.96 µM; 320,000 compounds, 0.44% hits;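 active = percent inhibition above a per-plate cutoff, the plate mean of test compounds plus 3 SD, cut at about 30% in these data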;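 also: 0% = DMSO wells with GLD-1 and probe and 100% = wells lacking GLD-1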
AGP1-GFP MLPCN: yeast TOR pathway AGP1-GFP modulation. 320,000 compounds, 0.02% hits. GFP response vs DMSO, % at 10 µM. AID 2066. S. cerevisiae AGP1-GFP multiplex flow cytometry, 3 h; GFP as percent of DMSO wells;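 active = GFP response relative to DMSO above a set limit, near screen average plus 3 SD, cut at about 150% in these data; inconclusive = fewer than 70 cells counted for the yeast strain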;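 also: median GFP channel fluorescence of the gated AGP1 strain per well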
BCLXL inh: Bcl-xL (human) inhibition; Q07817; GST-Bcl-xL / FITC-Bim BH3 peptide fluorescence polarization; inhibition, % at 10.9 µM; 320,000 compounds, 0.7% hits;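 active = inhibition above the mean of all tested compounds plus 3 SD, cutoff set per campaign, cut at about 30% in these data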;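 also: 0% = DMSO wells and 100% = unlabeled Bim-BH3 peptide competitor; inhibitors lower millipolarization by displacing the labeled peptide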
Target sequence (Q07817 whole entry, looked up): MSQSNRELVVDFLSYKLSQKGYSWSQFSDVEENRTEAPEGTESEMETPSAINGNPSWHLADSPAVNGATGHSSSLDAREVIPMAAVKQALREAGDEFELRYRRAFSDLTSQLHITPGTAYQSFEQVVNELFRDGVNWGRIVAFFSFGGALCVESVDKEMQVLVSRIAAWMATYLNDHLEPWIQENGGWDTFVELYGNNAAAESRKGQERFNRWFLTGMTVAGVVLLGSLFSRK
Starred values were filed as active, the others as inactive; ? = inconclusive; / = no result given.

Molecule,MCL1 BIM primary,AGP1-GFP MLPCN,MEX-5 binding,CIT2 TOR yeast,BCLXL inh,VLA-4 inh,GLD-1 TGE inh,GRK2 aptamer HTS,Fam108B inh
CN1C(=O)CC(NNC(=O)c2ccccc2)C1=O (stereo unspecified),-5,107,-1.8,/,3,-14,2,1,2
CCn1cc(CN2CCC(C(=O)Nc3cccc(-c4cccc(OC)c4)c3)CC2)c(C)n1,13,93,1.0,/,4,9,9,0,1
COc1ccccc1C(=O)NC(CCSC)C(=O)NNC(=O)c1ccc(F)cc1 (stereo unspecified),5,94,2.3,110,1,9,-6,0,-3
NC(=O)Nc1ccc(Oc2c(F)c(F)c(F)c(F)c2F)cc1,6,98,-1.5,102,6,-3,2,2,5
CCSc1nc2ccc(N3C(=O)C4C5C=CC(C5)C4C3=O)cc2s1 (stereo unspecified),-14,93,0.5,91,-4,19,-2,3,-1
O=c1[nH]c2cc3c(cc2cc1C(c1nnnn1CC1CCCO1)N1CCCC1)OCO3 (stereo unspecified),-3,103,-1.8,98,-1,-1,0,0,-3
c1cc2c(cc1OCCNC1CCCC1)CCC2,-2,97,1.0,94,2,3,3,0,4
CCOC(=O)Cc1csc(NC(=O)Nc2cccc(OC)c2)n1,-1,102,-0.6,111,1,-1,7,0,1
O=C(CCNC(=O)c1ccc([N+](=O)[O-])cc1)NCc1cccs1,/,96,/,100,/,-2,-3,0,/
CCOC(=O)c1cc(CC)sc1/N=C/C1=C(O)CC(C)(C)CC1=O,0,89,-4.5,105,5,7,-7,0,1
O=S(=O)(NC1CCCCC1N1CCN(c2ccc(F)cc2)CC1)c1ccccc1 (stereo unspecified),-1,102,2.0,98,-1,0,-3,0,3
Cc1ccccc1CSc1nnc(-c2ccncc2)o1,-3,87,-2.6,91,1,2,1,0,-5

Pulled one by one from the entries so far:
Molecule,MCL1 BIM primary,AGP1-GFP MLPCN,MEX-5 binding,CIT2 TOR yeast,BCLXL inh,VLA-4 inh,GLD-1 TGE inh,GRK2 aptamer HTS,Fam108B inh
O=C(CCNC(=O)c1ccc([N+](=O)[O-])cc1)NCc1cccs1,/,96,/,100,/,-2,-3,0,/
CCSc1nc2ccc(N3C(=O)C4C5C=CC(C5)C4C3=O)cc2s1 (stereo unspecified),-14,93,0.5,91,-4,19,-2,3,-1

New compounds follow:
Molecule,MCL1 BIM primary,AGP1-GFP MLPCN,MEX-5 binding,CIT2 TOR yeast,BCLXL inh,VLA-4 inh,GLD-1 TGE inh,GRK2 aptamer HTS,Fam108B inh
CCNC(=S)N/N=C1\CCCCc2ccccc21,7,92,-0.7,93,6,5,4,1,0
CCCc1cc(=O)[nH]c(SCC(=O)Nc2sc3c(c2C#N)CCC(C)C3)n1 (stereo unspecified),8,96,2.1,97,9,12,4,0,0
N#Cc1c(C(F)(F)F)cc(C2CC2)nc1N1CCCC1,-1,99,-4.3,101,11,13,1,0,4
CN1CCN(NC(=O)CSc2ccc(Cl)cc2Cl)CC1,-2,97,0.3,100,4,-1,-1,2,-3
CCC(=O)N1CCN(c2ccc(NC(=S)NC(=O)c3ccc(OC)c([N+](=O)[O-])c3)cc2)CC1,8,95,-0.8,84,8,0,-3,0,1
Cc1cccc(NC(=O)c2ccc(OCc3c(C)noc3C)cc2)c1,9,99,/,92,0,6,7,0,/
COc1ccccc1OCc1csc(N)n1,0,96,-3.8,87,0,22,0,2,2
Cc1ccc(NC(=O)c2sc3nc(C)cc(C)c3c2N)cc1,8,?,1.4,?,5,-7,0,0,-2
Cn1nc(-c2ccc(Cl)cc2)c2cc(C(=O)NCC3CCCO3)sc21 (stereo unspecified),-12,88,-0.4,94,-8,21,2,0,-17
Cc1ccc(S(=O)(=O)NC(=O)c2ccc(Br)o2)c(C)c1,6,84,2.1,65,1,8,3,4,8
Cc1sc(-n2c(C)cc(/C=N/n3cnnc3)c2C)c(C#N)c1C,-1,102,0.0,105,1,6,-3,0,-1
COC(=O)c1ccc(Oc2nc(NC(C)C)nc(NC(C)C)n2)cc1,1,105,1.7,89,2,14,0,4,1

Next part.
Molecule,MCL1 BIM primary,AGP1-GFP MLPCN,MEX-5 binding,CIT2 TOR yeast,BCLXL inh,VLA-4 inh,GLD-1 TGE inh,GRK2 aptamer HTS,Fam108B inh
CCCCNC(=O)c1onc(CSc2cc(C)cc(C)c2)c1C(=O)O,-1,94,-0.3,121,3,12,1,5,1
COc1ccc(O)c(/C=N/NC(=O)c2cccc(N3CCCC3=O)c2)c1,4,107,-3.9,102,0,-19,-6,0,2
COc1ccc(S(=O)(=O)N2CCc3cc(OC)c(OC)cc3C2)cc1,5,93,1.6,87,10,-20,0,0,2
COC(=O)Cc1[nH]nc2c1C(c1ccc(O)c(OC)c1)C(C#N)=C(N)O2 (stereo unspecified),3,105,-12,117,3,1,-2,2,4
COc1cc(C(=O)C(=O)c2ccc(O)c(OC)c2)ccc1O,2,96,-2.7,95,2,0,2,0,4
Cc1cc(C)c(C(=O)OCc2csc(CC(=O)Nc3ccccc3C)n2)c(C)c1,-14,87,2.5,88,-1,23,7,2,-1
CCCN1CCC(NC(=O)Nc2ccccc2C(=O)OC)CC1,1,90,0.4,84,2,12,0,0,1
CCc1cc(=O)oc2cc(C)cc(OC(C)C(=O)NCc3ccncc3)c12 (stereo unspecified),7,99,-0.8,96,7,7,1,0,-1
Nc1ccc(-c2nc3ccccc3o2)cc1,-16,101,2.6,101,-11,-105,-5,1,5
Cc1cccc(C)c1NC(=O)CNC(=O)c1ccncc1,1,81,1.4,87,-4,5,7,1,2
Cc1ccc(C)c(Cn2c3ccccc3c3cnn(CC(=O)NCc4ccccn4)c(=O)c32)c1,-28,103,0.1,109,-15,11,4,0,-3
Cc1ccc(NC(=O)C2(C)Cc3ccccc3C(=O)O2)cc1 (stereo unspecified),2,99,0.4,92,-1,7,-3,0,1

Carrying on.
Molecule,MCL1 BIM primary,AGP1-GFP MLPCN,MEX-5 binding,CIT2 TOR yeast,BCLXL inh,VLA-4 inh,GLD-1 TGE inh,GRK2 aptamer HTS,Fam108B inh
Cc1ccc(/C=N/NC(=O)c2cccc(NC(=O)c3ccccc3Cl)c2)o1,1,98,1.5,99,3,-17,7,0,-3
O=C(NC(=S)NNC(=O)[C@H]1C[C@@H]1c1ccccc1)c1ccc(F)cc1,38,112,1.0,107,11,-19,3,2,2
O=C(NNC(=O)c1ccncc1)NC1CCCCC1,-5,87,-0.9,81,3,17,-2,4,-7
Cc1nc2n(c(=O)c1CCN1CCC(c3noc4cc(F)ccc34)CC1)CCCC2,1,94,-1.4,87,2,-14,-3,2,1
CCOC(=O)C(NC(C)=O)(NC(C)C)C(F)(F)F (stereo unspecified),-1,107,0.1,96,-4,-3,0,3,1
O=C(NCCNc1nccc(C(F)(F)F)n1)c1cccs1,1,94,-3.8,91,2,2,-3,0,3
Cc1ccc(CN2CCNC(=O)C2CC(=O)N(C)CCc2ccccc2)cc1 (stereo unspecified),-4,109,0.3,99,5,-15,12,2,0
CCOC(=O)COc1ccc(C(=O)c2ccccc2)c(O)c1,8,93,1.3,96,6,0,1,0,5
COC(CN1C(=O)C(O)=C(C(C)=O)C1c1ccccn1)OC (stereo unspecified),-7,99,-2.5,94,0,29,1,0,3
Cc1nsc(N)c1C(=O)O,3,99,1.2,91,0,-2,-2,0,0
CCCC(=O)Nc1ccc(C(=O)Nc2cccc(OC)c2)cc1,-3,102,0.7,104,-2,5,-4,0,-6
Cc1ccc(NC(=O)N2CCN(C/C=C/c3ccccc3)CC2)cc1,3,96,-0.2,102,0,4,8,0,0

The results go on.
Molecule,MCL1 BIM primary,AGP1-GFP MLPCN,MEX-5 binding,CIT2 TOR yeast,BCLXL inh,VLA-4 inh,GLD-1 TGE inh,GRK2 aptamer HTS,Fam108B inh
O=C(CSc1ccc(F)cc1)Nc1cccc(S(=O)(=O)N2CCOCC2)c1,/,112,/,87,/,1,-2,0,/
O=C(COc1ccccc1)OCC(=O)c1ccc(S(=O)(=O)N2CCCCC2)cc1,0,93,/,88,-4,4,3,0,/
COc1ccc(OCC(=O)N/N=C(\C)c2cc3ccccc3o2)cc1,-32,98,-0.4,100,-11,10,-17,1,2
O=C(CSc1nc2sc3c(c2c(=O)[nH]1)CCCC3)NCCO,-1,99,-0.8,94,6,0,7,0,-3
O=S(=O)(NCc1ccc(F)cc1)c1ccc(-n2cccn2)cc1,0,97,-0.7,95,3,17,1,3,2
COC(=O)CCc1ccc(OCC(O)CNC(C)C)cc1 (stereo unspecified),11,102,3.1,104,7,27,0,0,5
COc1ccccc1NC(=S)N(Cc1ccco1)Cc1cc2ccc(C)c(C)c2[nH]c1=O,10,108,1.0,106,9,34,0,0,-2
CC1(C(=O)NC2CCCCCCC2)CCC(=O)N1Cc1ccco1 (stereo unspecified),5,100,1.6,97,4,14,3,1,3
Cc1noc(C)c1COc1ccccc1C(=O)NCCc1ccc(Cl)cc1,-8,102,1.2,97,-2,5,7,0,2
NC1=NC2(CCCCC2)N(c2ccc(F)cc2F)C(N)=N1,10,100,-2.4,103,4,5,3,0,-4
CCOC(=O)C1CCN(CCCSc2ccccc2)CC1,2,97,0.2,91,2,5,5,4,-6
CCc1ccccc1NC1=NCC(=O)N1Cc1ccc2c(c1)OCO2,11,95,0.2,95,2,-12,5,0,6

(more compounds)
Molecule,MCL1 BIM primary,AGP1-GFP MLPCN,MEX-5 binding,CIT2 TOR yeast,BCLXL inh,VLA-4 inh,GLD-1 TGE inh,GRK2 aptamer HTS,Fam108B inh
CCN(CC(=O)NC(C)(C)C)C(=O)c1ccccc1SCC(=O)NC1CCCCCCC1,-26,93,1.9,98,-10,-3,-8,0,-5
O=C(C1CCN(S(=O)(=O)c2cccnc2)CC1)N1CCCCC1,1,104,0.1,100,-1,-6,1,4,2
O=C(Cc1ccccc1)NCC1COc2ccccc2O1 (stereo unspecified),4,106,-1.8,100,3,-12,2,1,2
Cc1[nH]nc2c1C(c1ccco1)C(C#N)=C(N)O2 (stereo unspecified),4,104,0.3,107,1,1,6,4,-1

Bioassay records deposited in PubChem BioAssay by several laboratories.
